# MITF primary: blocks human microphthalmia-associated transcription factor | O75030 | AlphaScreen MITF homodimerization, bead proximity signal | inhibition, % at 2.6 µM | 650,000 tested, 0.91% active | AID 1259374; in the data active means inhibition above about 50%;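 further: 0% = vehicle wells with protein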
# GPR151 activ: human GPR151 activation; Q8TDV0; PathHunter beta-arrestin GPR151 cells, luminescence; activation, % at 11.2 µM; 650,000 tested, 1% active; in the data active means activation above about 4.9%;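 further: 0% = median of compound wells and 100% = cells with positive control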
# Target sequence (Q8TDV0 whole entry, looked up): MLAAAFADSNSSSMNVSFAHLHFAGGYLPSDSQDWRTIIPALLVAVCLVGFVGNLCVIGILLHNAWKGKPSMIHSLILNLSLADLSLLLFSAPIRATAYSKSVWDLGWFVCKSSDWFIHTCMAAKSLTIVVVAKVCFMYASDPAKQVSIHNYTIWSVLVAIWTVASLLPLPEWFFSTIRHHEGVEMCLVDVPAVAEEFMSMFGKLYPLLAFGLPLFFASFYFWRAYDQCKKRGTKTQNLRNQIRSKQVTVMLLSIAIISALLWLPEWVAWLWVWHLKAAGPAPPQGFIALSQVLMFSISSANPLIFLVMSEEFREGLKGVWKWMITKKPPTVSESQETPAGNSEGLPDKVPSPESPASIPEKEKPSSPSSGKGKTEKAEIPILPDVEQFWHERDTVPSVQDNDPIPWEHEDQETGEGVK
# TEAD-YAP block: TEAD-YAP interaction inhibition. HEK-TIYL cells, TEAD-Gal4/YAP UAS-luciferase luminescence. inhibition, % at 9.12 µM. 640,000 tested, 1.4% active. AID 1259422; in the data active means inhibition above about 32%;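 further: 0% = median of test compound wells and 100% = reference inhibitor wells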
# FBW7 activator: activators of human E3 ligase FBW7; normalized activity (activation), % at 26.1 µM; AID 1259310; AlphaScreen FBW7–phospho-cyclin E peptide binding, activator screen; Q969H0; 650,000 tested, 0.13% active; in the data active means normalized activity above about 1.9%;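 further: purified mutant Fbw7 with reduced substrate affinity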
# Target sequence (Q969H0 whole entry, looked up): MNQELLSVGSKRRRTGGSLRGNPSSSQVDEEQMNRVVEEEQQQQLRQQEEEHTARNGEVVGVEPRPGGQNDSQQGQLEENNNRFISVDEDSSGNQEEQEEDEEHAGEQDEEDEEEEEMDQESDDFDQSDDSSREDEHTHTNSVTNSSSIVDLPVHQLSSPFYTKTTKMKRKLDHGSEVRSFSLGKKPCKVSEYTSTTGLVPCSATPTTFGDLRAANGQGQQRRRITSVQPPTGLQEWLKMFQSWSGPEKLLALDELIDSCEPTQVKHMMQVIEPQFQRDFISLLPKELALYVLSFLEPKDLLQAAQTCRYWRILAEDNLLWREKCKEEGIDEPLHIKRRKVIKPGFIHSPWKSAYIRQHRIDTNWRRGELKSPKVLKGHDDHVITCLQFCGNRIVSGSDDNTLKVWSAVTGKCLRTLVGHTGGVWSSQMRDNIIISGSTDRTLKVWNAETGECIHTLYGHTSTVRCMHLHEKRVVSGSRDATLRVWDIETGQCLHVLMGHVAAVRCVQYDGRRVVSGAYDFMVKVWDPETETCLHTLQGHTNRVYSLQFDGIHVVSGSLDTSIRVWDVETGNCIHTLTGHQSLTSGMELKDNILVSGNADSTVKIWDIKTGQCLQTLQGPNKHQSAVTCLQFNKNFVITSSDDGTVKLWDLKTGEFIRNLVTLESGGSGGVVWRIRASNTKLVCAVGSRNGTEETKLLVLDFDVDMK
# The depositor's hits bear a star. Compounds were not picked by outcome; overall some 3.4% were active at least once.
SMILES,MITF primary,GPR151 activ,TEAD-YAP block,FBW7 activator
O=S(=O)(NCc1ccc(Cl)cc1)c1cccc2nonc12,0.9,0.4,5.7,-0.1
CCOC(=O)c1c(NC(=O)Cn2nc(C)c([N+](=O)[O-])c2C)sc2c1CCCC2,-8.7,0.1,1.2,-0.1
O=C(O)CC1S/C(=N/N=C/c2cccc(Cl)c2Cl)NC1=O (stereo not given),-0.4,-1.3,2.4,-0.2
CCCCNC(=O)CSc1nnc2c(n1)[nH]c1ccc(C)cc12,1.2,-1.2,0.1,0.2
Nc1nc(SCc2nc3ccsc3c(=O)[nH]2)n[nH]1,8.1,2.0,1.6,0.0
CCOc1ccccc1NC(=O)COc1ccc2ccccc2c1,34.1,3.1,-2.6,-0.1
CN(C)c1cccc(Nc2nc3ccc(C(=O)NCc4cccc(C(F)(F)F)c4)cc3s2)c1,-7.5,3.2,-13.5,0.3
O=C(COC(=O)c1ccc(O)cc1)Nc1ccccc1[N+](=O)[O-],4.3,-2.2,-0.5,0.1
C=C(C)Cn1c(SCCC(C)C)nc2sc3c(c2c1=O)CCC(C(C)(C)C)C3 (stereo not given),14.5,-1.2,11.4,0.2
O=C(N/N=C\C=C\c1ccco1)c1ccc([N+](=O)[O-])cc1,7.0,1.1,-2.7,0.8
Cc1nc2nc(SCC(=O)NCCC(C)C)nn2c(C)c1Cc1ccccc1Cl,6.9,-0.6,7.2,0.0
CCc1nc(C)ccc1OCC(=O)O,-6.4,1.9,6.6,-0.1
COc1ccccc1N1CCN(C(=O)CNCCN(C)C)CC1,16.5,0.8,-1.9,-1.0
COc1ccc(-n2nc(C(=O)NCC(=O)Nc3ccc(C)c(F)c3)c3ccccc3c2=O)cc1,-1.2,1.2,-2.7,-0.1
CCCC1(C2CCN(Cc3ccc(C)o3)CC2)NC(=O)N(CCC2CCCN2C)C1=O (stereo not given),-6.1,-1.2,-3.1,0.3
CCCn1c(C)cc(/C=C/C(=O)O)c1C,5.8,-1.4,-2.3,-0.2
Cc1nc(NC(=O)CSc2nc3ccccc3n2CC(=O)N2CCCC2)sc1C,0.8,-0.1,5.1,-0.2
CCOc1ccc(C(C)C)cc1S(=O)(=O)N1CCOCC1,-7.1,1.2,11.9,-0.2
COc1ccccc1NC(=O)c1c(NCc2cccc(OC)c2OC)sc2c1CCC(C)C2 (stereo not given),0.6,2.2,14.1,-0.2
O=C1/C(=C/c2ccc(I)o2)SC(=S)N1Cc1cccnc1,-2.8,-0.7,5.0,0.5
Cc1cc(C)c2c(cnn2CC(=O)N2CCCCC2)c1,7.3,-0.4,-5.3,0.1
CN1CCN(S(=O)(=O)c2ccc(NC(=O)c3ccc(-c4ccccc4)cc3)cc2)CC1,4.6,-1.1,4.5,0.0
O=C(C1CCC1)N1CCc2cc(S(=O)(=O)N3CCCc4ccccc43)ccc21,0.7,6.5*,-11.5,0.1
CNC(=O)c1cc2sc(Cl)cc2n1C,-26.9,-0.2,-2.1,-0.2
CCOc1ccc2nc(NC3=NCCC(=O)N3)nc(C)c2c1,-3.5,0.0,12.6,0.1

# Continuation:
SMILES,MITF primary,GPR151 activ,TEAD-YAP block,FBW7 activator
Cc1ccc(S(=O)(=O)Nc2nc(C)c(C)s2)cc1,-5.7,0.9,-2.5,0.5
CC(=O)c1c(C)oc2c1c1c(c3ccccc32)OCN(CCO)C1,15.2,-0.2,14.8,0.0
COC(CN1C(=O)C(O)=C(C(C)=O)C1c1ccc(C(C)C)cc1)OC (stereo not given),2.3,0.2,-0.6,0.6
CC1(C)CC(=O)C(C=NCc2ccc(Cl)cc2)=C(O)C1,13.2,0.9,14.5,-0.1
Cc1[nH]n(-c2ccccc2)c(=O)c1/C=N/NC(=O)c1ccccn1,-6.7,-2.4,-43.7,0.2
C[C@@H]1CN(Cc2ccc3c(c2)CN(Cc2nc4ccccc4n2C)CCO3)C[C@H](C)O1,4.2,0.5,6.9,-0.2
O=C(Nc1nnc(C(c2ccccc2)c2ccccc2)s1)c1ncn[nH]1,26.4,0.6,-2.5,0.0
COc1ccc(Nc2nnc(SCC(=O)Nc3ccccc3C#N)s2)cc1,10.2,0.5,-26.0,0.6
COc1ccccc1NC(=O)C1=C(C)NC2=C(C(=O)CC(C)(C)C2)C1c1ccc2c(c1)OCO2 (stereo not given),-4.4,1.1,15.3,0.0
OCCC1CN(Cc2ccc3ccccc3n2)CCN1Cc1ccsc1 (stereo not given),12.4,-0.3,-6.0,0.0
COc1cc(/C=N/NC(=O)CN2CCCc3ccccc32)ccc1O,-2.9,0.8,-2.1,0.0
COC(=O)c1c(NC(=O)/C(C#N)=C/c2cccc(OC)c2)sc2c1CCCC2,9.1,-1.2,-2.6,0.3
CCN1CCC(C2(Cc3ccccc3)NC(=O)NC2=O)CC1 (stereo not given),10.9,-0.1,3.8,-0.1
Cc1cc(Cl)cc(Br)c1OCCNCCN(C)C,53.2*,0.1,6.2,0.0
CCOC(=O)c1oc2cc(OS(C)(=O)=O)ccc2c(=O)c1-c1ccc(OC)c(OC)c1,-10.8,-0.6,-6.0,0.0
Cc1ccc(NC(=O)CCc2ccccc2)cc1,9.9,-0.4,-63.9,0.0
COc1ccc(-n2nc(C(=O)NCC(=O)NCCC3=CCCCC3)c3ccccc3c2=O)cc1Cl,4.3,-0.6,-2.6,0.0
Cc1cc(OCCN2CCOCC2)nc2ccccc12,4.8,1.1,1.1,-0.1
Cc1cc(Br)ccc1NC(=O)Cn1cnc2ccccc2c1=O,15.1,0.4,-3.8,-0.1
O=C(Nc1ncnc2c1CCC2)c1ccc(S(=O)(=O)N2CCCc3ccccc32)cc1,3.2,-0.2,2.1,0.9
CCOc1cc(S(=O)(=O)n2cnc3ccccc32)ccc1Br,15.0,1.5,0.6,0.0
CCOc1ccc(N2C(=O)C=CC2=O)c([N+](=O)[O-])c1,-4.9,0.2,-0.6,-0.1
CC1=C(C(=O)Nc2ccccc2)C(c2ccc3c(c2)OCO3)n2nnnc2N1 (stereo not given),9.5,-0.6,0.6,1.1
COc1ccc(C(=O)Nc2nc3c(C)c(Cl)ccc3s2)cc1,-4.7,0.7,-4.4,-0.1
O=C(NC(=S)NCC1OCCc2ccccc21)c1ccccc1 (stereo not given),-1.0,-0.2,-16.2,-0.2

# An excerpt from above in order of molar mass, high to low:
SMILES,MITF primary,GPR151 activ,TEAD-YAP block,FBW7 activator
COc1ccc(-n2nc(C(=O)NCC(=O)NCCC3=CCCCC3)c3ccccc3c2=O)cc1Cl,4.3,-0.6,-2.6,0.0
CCOC(=O)c1oc2cc(OS(C)(=O)=O)ccc2c(=O)c1-c1ccc(OC)c(OC)c1,-10.8,-0.6,-6.0,0.0
COC(CN1C(=O)C(O)=C(C(C)=O)C1c1ccc(C(C)C)cc1)OC (stereo not given),2.3,0.2,-0.6,0.6
COc1cc(/C=N/NC(=O)CN2CCCc3ccccc32)ccc1O,-2.9,0.8,-2.1,0.0
COc1ccc(C(=O)Nc2nc3c(C)c(Cl)ccc3s2)cc1,-4.7,0.7,-4.4,-0.1
O=C(NC(=S)NCC1OCCc2ccccc21)c1ccccc1 (stereo not given),-1.0,-0.2,-16.2,-0.2

# Entries above that contain fluorine, in the order listed:
SMILES,MITF primary,GPR151 activ,TEAD-YAP block,FBW7 activator
CN(C)c1cccc(Nc2nc3ccc(C(=O)NCc4cccc(C(F)(F)F)c4)cc3s2)c1,-7.5,3.2,-13.5,0.3
COc1ccc(-n2nc(C(=O)NCC(=O)Nc3ccc(C)c(F)c3)c3ccccc3c2=O)cc1,-1.2,1.2,-2.7,-0.1

# Additional compounds
SMILES,MITF primary,GPR151 activ,TEAD-YAP block,FBW7 activator
O=C1C2C3C=CC(CC3)C2C(=O)N1c1ccccc1Br (stereo not given),0.1,0.3,1.7,0.0
Cc1cccc(NC(=O)C(Br)C(C)C)c1 (stereo not given),1.6,-0.4,-6.0,0.0
CC(=O)c1cccc(-c2nc3c(NC4CCN(Cc5ccccc5)CC4)ncnc3n2C(C)C)c1,0.3,0.5,-1.6,0.0
Cc1cccc(N2CCN(S(=O)(=O)c3ccc4c(c3)CCN4C(=O)C3CC3)CC2)c1C,17.4,-1.0,-3.4,0.7
O=C(/C=C\NCC(=O)c1ccccc1)c1ccc(F)cc1,21.8,-1.8,-11.9,0.4
CCc1ccccc1N(CC(=O)Nc1cccc(Br)c1)S(C)(=O)=O,2.0,1.6,9.4,0.0
COc1ccc(Nc2nccn3c(-c4ccccc4CO)cnc23)cn1,26.6,-5.6,-35.5,0.2
Cc1ccc(S(=O)(=O)N(C)CC(=O)NNC(=O)c2cc(C)nc3ccccc23)cc1,4.1,-0.4,-4.3,0.0
CCOCCn1c(SCc2ccc(C)cc2)nc2c1c(=O)[nH]c(=O)n2C,-0.5,0.4,-6.7,-0.2
Cc1ccc(S(=O)(=O)NCc2csc(-c3ccccc3)n2)cc1,0.2,4.8,-5.4,0.0
CN1CCN(C(=O)/C(=C/c2ccc([N+](=O)[O-])cc2)NC(=O)c2ccccc2Cl)CC1,17.3,4.4,-5.9,0.1
CC1=CC(=C(C#N)C#N)C=C(C)N1Cc1ccco1,5.7,-0.1,3.5,0.3
FC(F)(F)c1ccc(-c2cnnc(NC3CCC3)n2)cc1,4.3,3.1,-2.8,-0.1
Cc1c(Cl)cccc1NC(=O)c1ccccc1Br,-6.7,-2.0,-49.2,-0.1
Cc1ccc(C)c(NC(=O)Nc2cccs2)c1,2.1,-0.1,16.1,0.3
Cc1ccc(S(=O)(=O)N2CCOCC2)cc1C(=O)OCC#N,20.6,-1.8,-6.6,0.5
NC(=O)c1ccccc1NC(=O)NC1CC(=O)N(c2cccc(F)c2)C1 (stereo not given),-4.8,0.4,-7.7,-0.1
O=C(CN1CCC(n2nnc3cc(F)ccc32)CC1)NCc1ccco1,12.5,-0.5,2.5,-0.1
CCCOc1ccc(C2C(C(=O)OC)=CN(Cc3ccc(OC)c(OC)c3)C=C2C(=O)OC)cc1OC,4.4,2.8,3.5,-0.1
Cc1nc(Cl)c(C(=O)NC(=O)NCc2ccc(Cl)cc2)c(C)c1[N+](=O)[O-],-3.4,1.0,1.8,-0.1
Clc1cccc(-c2cc(NCCc3ccccn3)ncn2)c1,-3.2,-0.7,-44.6,0.0
COc1ccc(S(=O)(=O)NCCn2c(C)cc3ccccc32)cc1,8.4,-0.5,3.1,-0.4
O=C(NC1CC1)c1cnc(Nc2ccccn2)s1,-0.5,3.5,-35.9,-0.1
CCc1c(C)nc2ncnn2c1N1CCC(C(=O)NCc2ccc3c(c2)OCO3)CC1,0.1,0.0,3.8,-0.1
S=c1nn[nH]n1-c1ccc2c(c1)OCCO2,1.0,-0.3,-2.6,-0.2

# (continued)
SMILES,MITF primary,GPR151 activ,TEAD-YAP block,FBW7 activator
COc1ccc(-c2noc(NCCN3CCOCC3)n2)cc1OC,-11.5,-1.4,-8.3,-0.1
Cc1scc(C(=O)N2CCN(c3ccc(Cl)cc3)CC2)c1C,13.6,-0.2,4.1,0.0
C#CCSc1nc2c(cc1C#N)CCC2,1.6,0.9,-0.3,-0.1
Cc1cc(C)n(C(=O)c2ccc([N+](=O)[O-])c(Cl)c2)n1,3.2,-0.2,-2.2,-0.1
CCN1C(=O)/C(=C\c2cc(OC)c(OC)c(OC)c2)C(C(=O)OC)=C1C,5.8,0.5,10.4,0.2
CCC1CCCCN1C(=O)Cn1c(=O)n(C2CCCC2)c(=O)c2ccccc21 (stereo not given),-2.7,-0.7,3.6,0.0
O=C(NCc1n[nH]c(=S)n1-c1ccccc1)c1ccccc1C(F)(F)F,-3.7,0.4,7.0,-0.1
COc1ccc(CNC(=O)Cn2cnc3c([nH]c4ccc(C)cc43)c2=O)c(OC)c1,4.2,1.5,1.2,-0.1
CCCCN(C)C(=O)CSc1nc2ccsc2c(=O)n1NC(=O)c1ccccc1,2.4,0.5,-2.8,-0.1
COc1ccc(NC(=O)C2CCCN2C(=O)Nc2ccccc2)cc1 (stereo not given),8.9,2.0,9.2,0.0
CCOc1ccc(N2C(=O)CC(NCC(N)=O)C2=O)cc1 (stereo not given),7.1,-0.5,11.5,-0.2
N#C/C(=C/c1ccccc1[N+](=O)[O-])c1cccc(F)c1,5.0,-0.9,3.4,0.8
Cc1ccc(NC(=O)CCC(=O)Nc2ccc(C)cc2)cc1,6.7,0.9,9.6,1.1
O=C(NC1CCCCC1)c1cc2n(n1)C(C(F)(F)F)CC(c1ccc(Cl)c(Cl)c1)N2 (stereo not given),-8.1,0.3,-0.5,-0.1
CC(C)c1ccc(-c2nn(-c3ccccc3)c(=S)c3ccccc23)cc1,-4.9,0.0,-1.3,0.0
O=C1c2ccccc2C(=O)N1c1cccc(-c2csc(Nc3ccc4c(c3)OCO4)n2)c1,-18.6,0.4,-1.7,0.4
Cc1ccc(CC2CC(=O)N(c3ccccc3I)C2=O)cc1 (stereo not given),-9.4,0.2,0.5,-0.1
Cc1cc(I)cc(C)c1NC(=O)C(Cc1c[nH]c2ccccc12)NC(=O)OC(C)(C)C (stereo not given),-20.9,-0.8,-8.1,0.0
Cc1nc(NCCN2CCOCC2)c2c3c(sc2n1)CCCC3,-2.4,-1.1,-14.1,-0.1
C=CCNC(=O)C(=O)NCC1CCCN1S(=O)(=O)c1cccs1 (stereo not given),2.4,-0.6,2.7,0.0
COCCN1C(=S)NC2c3ccccc3OC1(C)C2C(=O)Nc1ccc(C)cc1C (stereo not given),-7.6,-0.2,3.5,0.0
O=C(CCCCCn1c(=S)[nH]c2ccccc2c1=O)NC1CCCCCC1,2.0,-0.2,-26.9,0.3

# Compounds listed so far with a tert-butyl group:
SMILES,MITF primary,GPR151 activ,TEAD-YAP block,FBW7 activator
C=C(C)Cn1c(SCCC(C)C)nc2sc3c(c2c1=O)CCC(C(C)(C)C)C3 (stereo not given),14.5,-1.2,11.4,0.2
Cc1cc(I)cc(C)c1NC(=O)C(Cc1c[nH]c2ccccc12)NC(=O)OC(C)(C)C (stereo not given),-20.9,-0.8,-8.1,0.0
